# SMN2 splice up: SMN2 splice variant enhancement. Potency, µM (doses to about 46.1 µM), for the others: at the top dose activity change, positive = activation, most hits filed as activators. AID 1458. HEK293 SMN2-luciferase splicing reporter, luminescence, 30-36 h. hit rate 2.8% among 210,000; also: % of control where 0% means no effect; nearly all actives have a fitted effect of over 55% in size
#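 qHTS luciferase splicing reporter: luminescence rises when SMN2 exon 7 is included in transfected HEK293 cells. Compound exposure lasted 30-36 h at 37C, with 4.5 mM final sodium butyrate as control, followed by a ONE-Glo read.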
# RECQ1 inh: RECQ1 (human) helicase inhibition; hit rate 0.54% among 240,000; RECQ1 DNA unwinding, red fluorescence kinetic read; Potency, µM (highest dose often 57.3 µM), for inactives: top-dose activity, negative = inhibition, usual class: inhibitors; AID 2549;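 also: plate controls were vehicle for no effect and no enzyme for full effect; nearly all actives have a fitted effect of over 30% in size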
#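 RECQ1T1 50 nM; forked duplex (20 bp + 30-nt ss tails) 200 nM, ATP 2 mM final; pH 8.0, 2 mM MgCl2, 2.5 ug/ml poly(dI-dC); 15 min compound preincubation; discontinuous kinetic read over 2 h at RT.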
# Lamin A splicing: modulators of lamin A splicing; HeLa LMNA splicing GFP/RFP minigene ratio, 48 h; Potency, µM (series often up to 46.1 µM), for inactives: top-dose ratio change, negative = inhibition, hits mostly inhibitors; hit rate 0.01% among 200,000; AID 1487; active = well fitted inhibition curve with a large enough effect in the signal ratio, with a control signal flat, not every such curve was filed as active; inconclusive = small, poorly fitted or top-dose-only effect, or effect the other way, or a change in a side signal; the % refers to the signal ratio; also: % is scaled to controls: 0 for no effect and ±100 for the full control effect
#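 S3 HeLa cells stably expressing lamin A-EGFP splicing minigene plus DsRed2, 600 cells/well, 48 h compound exposure at 37C. Laser-scanning cytometry; analysed as GFP (500-530 nm)/RFP (575-640 nm) total intensity ratio; 0.5% DMSO vehicle.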
# KinaseGlo FLuc: blocks Kinase-Glo luciferase, a counter-screen artifact; hit rate 0.28% among 200,000; Potency, µM (doses to about 38.3 µM), for inactives: at the highest dose activity change, negative = inhibition, most hits filed as inhibitors; Kinase-Glo luciferase, ATP luminescence, 8 min; also: % is scaled to controls: 0 for no effect and ±100 for the full control effect; nearly all actives have a fitted effect of over 60% in size
#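 Substrate mix (final 50 mM imidazole pH 7.2, 50 mM KCl, 7 mM MgCl2, 10 uM ATP, 0.01% Tween 20, 0.05% BSA) plus pin-tool compound, then Kinase-Glo detection mix; 8 min ambient, luminescence read.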
# Tau ThT inhib: blocks human tau fibril formation measured by thioflavin T; P10636; recombinant tau K18 P301L, heparin-induced fibrillization, ThT fluorescence; Potency, µM (titrated, usually from 57.4 µM), inactives show at the highest dose activity, negative = inhibition, most hits filed as inhibitors; hit rate 2.1% among 270,000; also: % is scaled to controls: 0 for no effect and ±100 for the full control effect; nearly all actives have a fitted effect of over 55% in size
# Target sequence (P10636 561-689 P618L limits assumed): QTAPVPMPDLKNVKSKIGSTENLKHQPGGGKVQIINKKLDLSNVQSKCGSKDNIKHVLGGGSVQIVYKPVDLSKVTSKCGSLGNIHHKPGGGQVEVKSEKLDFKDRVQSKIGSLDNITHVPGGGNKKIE
#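 ThT emission at 510 nm, taken 1 hr after adding 30 uM dye, quantifies aggregates formed when 20 uM heparin acts on human tau K18 P301L for 6 hr at 37 C.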
# L3MBTL1 inh: L3MBTL1 (human) inhibition; Q9Y468; AlphaScreen L3MBTL1–H3K9me1 peptide binding; Potency, µM (series often up to 57.1 µM), without a hit: top-dose activity, negative = inhibition, hits mostly inhibitors; hit rate 0.66% among 230,000; AID 485360; also: % is scaled to controls: 0 for no effect and ±100 for the full control effect; nearly all actives have a fitted effect of over 60% in size
#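 Displacement of a biotinylated histone H3(1-15) peptide monomethylated at Lys9 (75 nM) from L3MBTL1 (50 nM) was measured by AlphaScreen after a 30 min room-temperature compound incubation; cefsulodin titration served as intraplate control.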
# KDM4E inh: JMJD2E (human) inhibition | B2RXH2 | JMJD2E catalytic domain, FDH-coupled NADH fluorescence (FDH is formaldehyde dehydrogenase) | Potency, µM (titrated, usually from 57.1 µM), without a hit: at the top dose activity change, negative = inhibition, most hits filed as inhibitors | hit rate 1.6% among 230,000; active = well fitted inhibition curve with a large enough effect, not every such curve was filed as active; inconclusive = small, poorly fitted or top-dose-only effect, or another doubt; inactive = no such curve, though single readings can be large or run the other way;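 also: 0% = wells with enzyme and -100% = buffer wells without enzyme; nearly all actives have a fitted effect of over 50% in size; many of its hits are not listed in these tables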
# Target sequence (B2RXH2 1-337 limits assumed): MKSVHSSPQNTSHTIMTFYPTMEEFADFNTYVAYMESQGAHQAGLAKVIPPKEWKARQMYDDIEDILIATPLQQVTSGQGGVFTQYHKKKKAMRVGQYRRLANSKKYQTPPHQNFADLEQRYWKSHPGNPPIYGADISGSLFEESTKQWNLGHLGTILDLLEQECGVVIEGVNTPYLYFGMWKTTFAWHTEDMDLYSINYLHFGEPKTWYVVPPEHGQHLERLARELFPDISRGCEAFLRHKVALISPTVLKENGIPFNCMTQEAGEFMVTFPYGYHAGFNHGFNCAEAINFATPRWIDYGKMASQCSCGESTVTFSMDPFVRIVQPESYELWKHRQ
# ALDH1A1 block: inhibitors of human aldehyde dehydrogenase 1A1; hit rate 7.3% among 220,000; Purified ALDH1A1, NADH fluorescence, propionaldehyde substrate; AID 1030; Potency, µM (titrated, usually from 75.3 µM), for the others: at the highest dose activity, negative = inhibition, usual class: inhibitors; P00352; active = well fitted inhibition curve with a large enough effect, not every such curve was filed as active; inconclusive = small, poorly fitted or top-dose-only effect, or another doubt; inactive = no such curve, though single readings can be large or run the other way;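 also: plate controls were no enzyme wells and a reference inhibitor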
# Target sequence (P00352 whole entry, looked up): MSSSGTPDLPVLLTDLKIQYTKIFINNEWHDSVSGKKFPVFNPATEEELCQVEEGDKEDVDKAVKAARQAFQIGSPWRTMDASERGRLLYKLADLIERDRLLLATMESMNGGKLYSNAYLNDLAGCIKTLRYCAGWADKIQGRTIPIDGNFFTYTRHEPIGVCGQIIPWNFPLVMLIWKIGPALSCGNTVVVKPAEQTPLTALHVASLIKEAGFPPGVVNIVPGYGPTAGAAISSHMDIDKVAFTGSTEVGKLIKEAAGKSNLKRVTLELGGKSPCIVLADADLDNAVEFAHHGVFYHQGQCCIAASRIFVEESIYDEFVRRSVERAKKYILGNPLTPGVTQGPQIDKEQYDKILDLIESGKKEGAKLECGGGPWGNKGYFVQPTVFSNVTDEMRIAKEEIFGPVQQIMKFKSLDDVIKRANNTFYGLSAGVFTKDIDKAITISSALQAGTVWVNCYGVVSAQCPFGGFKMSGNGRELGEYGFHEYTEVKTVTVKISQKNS
# * hit, by the source's call; i = inactive; ? = inconclusive; / = no result given; & = joins results of further samples; [ ] = dose if it differs, or a comment. Unless noted, calls follow the shape of the dose curve; as a rule, active = well fitted curve in the direction sought with a large enough effect; inconclusive = small, poorly fitted or top-dose-only effect, or another doubt; inactive = no such curve, though single readings can be large; an effect the other way counts as inactive or inconclusive. Potency is read from the fitted curve at half-maximal effect. A portion of the library (hit frequency here may not be typical).
SMILES,SMN2 splice up,RECQ1 inh,Lamin A splicing,KinaseGlo FLuc,Tau ThT inhib,L3MBTL1 inh,KDM4E inh,ALDH1A1 block
CC(C)c1nc(C(=O)N2CCc3c([nH]c4ccccc34)C2c2ccccn2)cs1 (configuration not stated),/,-18%,/,0%,?,?,1%,1%
CCCOc1cccc(-c2cc(-c3n[nH]c(=S)n3CC)c3ccccc3n2)c1,-13%,-6%,?,-5%,-9%,-5%,0%,-11%
COc1ccc(-c2noc(CCC(=O)NCc3cccnc3)n2)cc1OC,/,-6%,5%,/,-13%,-7%,2%,-6%
CCOc1cccc(NC(=O)/C(C#N)=C\c2cccnc2)c1,-7%,i,28%[46 µM],-1%,-13%,-4%,-5%,-5%
Cc1cccc(CSc2ncnc3c2cnn3Cc2ccccc2)c1,-24%,i,-30%,-4%,-12%,/,2%,-6%
CCC(C)(C)C1CCC(=NNC(=O)c2ccoc2C)CC1 (configuration not stated),-11%,-2%,23%,-5%,-5%,/,-4%,25µM*
O=C(NCCc1ccccn1)c1n[nH]c(=O)c2ccccc12,2%,i,5%,11%,0%,-1%,10%,-6%
COc1cc2c(cc1OC)C(Nc1ccc(S(N)(=O)=O)cc1)=NC(C)(C)C2,0%,0%,5%,-2%,7%,6%,-2%,-1%
CCc1c(C)nc2ncnn2c1N1CCN(S(=O)(=O)c2ccc(OC)cc2)CC1,/,0%,0%[46 µM],-2%,-4%,3%,-3%,-1%
COc1c(Cl)cc(Cl)cc1/C=N/n1cnnc1,-8%,i,-4%,0%,15%,40%[activator],?,?
NC(=O)c1ccc(Oc2ccc3ccc(=O)oc3c2)c([N+](=O)[O-])c1,7%,0%,/,0%,-11%,?,?,?
C/C(=N\Nc1ccc(Cl)c(C(=O)O)c1)c1ccccn1,/,-4%,/,/,-10%,-5%,-4%,/
COc1ccc(S(=O)(=O)N2CCCOC2CNC(=O)C(=O)NCc2ccco2)cc1C (configuration not stated),-6%,i,-15%[46 µM],2%,1%,-2%,1%,-13%
Nc1nnc(SCc2ccc([N+](=O)[O-])cc2)s1,-24%,i,-7%[46 µM],5%,-1%,19%,7%,8%
O=C(COC(=O)CCc1c[nH]c2ccccc12)NCc1ccccc1,-8%,-3%,?,-1%,-1%,-13%,-4%,-9%
O=C(O)C(c1ccccc1)N1CCCCC1 (configuration not stated),9%,i,/,-1%,-2%,7%,-12%,-3%
CCNC(=S)N/N=C/c1cccc(C)c1,?,0%,?,-1%,-10%,2%,-13%,4%
CCCOc1ccc(C2NC(=S)NC(C)=C2C(=O)c2ccccc2)cc1OC (configuration not stated),-2%,11%,-8%,0%,-7%,-8%,-3%,?
CCCN(CCC)CCCNC(=O)CN1C(=O)CSc2ccc(S(=O)(=O)N3CCOCC3)cc21,-1%,-7%,/,0%,-10%,/,-2%,-3%
CCCSC1=C(C#N)C(c2ccc(Cl)cc2Cl)CC(=O)N1 (configuration not stated),-14%,-5%,?,-1%,-18%,8%[11.4 µM],4%,20µM*
COC(=O)CSc1nnnn1-c1ccccc1,4%,-1%,16%,-5%,-8%,-5%,14%,3%
COC(=O)CNC(=O)C(NC(=O)OCc1ccccc1)C(C)C (configuration not stated),-1%,-2%,?,-3%,4%,?,11%,7%
CCOCC(=O)Nc1cccc(-c2nc3cccnc3s2)c1C,/,i,/,/,-11%,6%,?,-3%
CC(=O)c1ccc(N=c2scc(C)n2C(C)C)cc1,-34%[inhibitor],-6%,17%[46 µM],8%,-19%,/,-4%,4%
O=C(OCc1c(Cl)cccc1Cl)c1cnccn1,-6%,i,-2%,2%,2%,/,1%,6%
COc1ccccc1NC(=S)NC(NC(=O)c1ccco1)C(Cl)(Cl)Cl (configuration not stated),21%,12%,-17%,1%,1%,0%,-2%,14µM*
COc1ccc(OCc2nc(N)nc(Nc3ccccc3OC)n2)cc1,-15%,i,7%,0%,?,-3%,7%,8%
CCCOC(=O)c1ccc(Oc2cn[nH]c2-c2ccc(OCC)cc2O)cc1,-45%[inhibitor],-29%,-9%,-11%,-8%,-3%,-7%,-1%
CCOC(=O)COc1ccc(S(=O)(=O)c2ccc(OCC(=O)OCC)cc2)cc1,10%,i,-8%,-1%,-8%,/,4%,-5%
CCN(CC)C(=O)CSc1nnc(-c2cccnc2)n1CCc1ccccc1,-9%,-4%,5%,0%,2%,1%,3%,8%
COc1ccc(OC)c(NC(=O)C(=O)N/N=C/c2ccccc2[N+](=O)[O-])c1,-9%,-14%,1%[0.0737 µM],2%,4%,11%,-3%,-4%
CC(Sc1nc2ccc(Br)cc2[nH]1)C(=O)O (configuration not stated),-2%,2%,4%,-2%,-4%,/,5%,1%
COc1ccccc1Cc1nc(-c2ccc(Br)o2)no1,8%,-16%,1%,-4%,?,4%,-6%,-8%
Cc1cccc(N2C(=O)NC3(CCCCC3)C2=O)c1,-7%,-12%,-7%,-2%,-9%,/,-10%,8%
O=C(N/N=C/c1ccsc1)c1cc(O)cc(O)c1,-5%,0%,-4%,-20%,-20%,0%,6%,0%
COC(=O)CC1=C(C(=O)OC)C(c2cccs2)C(C#N)=C(N)O1 (configuration not stated),15%,-3%,1%,-1%,?,-2%,22µM*,?

# 4 of the compounds above, as labelled records.
SMILES: CCc1c(C)nc2ncnn2c1N1CCN(S(=O)(=O)c2ccc(OC)cc2)CC1
  SMN2 splice up = / | RECQ1 inh = 0% | Lamin A splicing = 0%[46 µM] | KinaseGlo FLuc = -2% | Tau ThT inhib = -4% | L3MBTL1 inh = 3% | KDM4E inh = -3% | ALDH1A1 block = -1%
SMILES: CCNC(=S)N/N=C/c1cccc(C)c1
  SMN2 splice up = ? | RECQ1 inh = 0% | Lamin A splicing = ? | KinaseGlo FLuc = -1% | Tau ThT inhib = -10% | L3MBTL1 inh = 2% | KDM4E inh = -13% | ALDH1A1 block = 4%
SMILES: CCOC(=O)COc1ccc(S(=O)(=O)c2ccc(OCC(=O)OCC)cc2)cc1
  SMN2 splice up = 10% | RECQ1 inh = i | Lamin A splicing = -8% | KinaseGlo FLuc = -1% | Tau ThT inhib = -8% | L3MBTL1 inh = / | KDM4E inh = 4% | ALDH1A1 block = -5%
SMILES: O=C(O)C(c1ccccc1)N1CCCCC1 (configuration not stated)
  SMN2 splice up = 9% | RECQ1 inh = i | Lamin A splicing = / | KinaseGlo FLuc = -1% | Tau ThT inhib = -2% | L3MBTL1 inh = 7% | KDM4E inh = -12% | ALDH1A1 block = -3%

# Results in KinaseGlo FLuc, L3MBTL1 inh and Lamin A splicing (2 entries from above):
smiles,KinaseGlo FLuc,L3MBTL1 inh,Lamin A splicing
O=C(OCc1c(Cl)cccc1Cl)c1cnccn1,2%,/,-2%
COc1ccccc1NC(=S)NC(NC(=O)c1ccco1)C(Cl)(Cl)Cl (configuration not stated),1%,0%,-17%

# Carrying on:
SMILES,SMN2 splice up,RECQ1 inh,Lamin A splicing,KinaseGlo FLuc,Tau ThT inhib,L3MBTL1 inh,KDM4E inh,ALDH1A1 block
O=C(c1cc2nc(C3CC3)cc(C(F)F)n2n1)N1CCOCC1,26%,-14%,5%,1%,-2%,/,2%,?
CCOC(=O)c1c(C)nc(-c2ccccc2)nc1NC(=O)C(C)C,28%,-8%,7%,1%,3%,/,-10%,3%
O=C(N/N=C/c1ccc2c(c1)OCO2)c1ccc(Cn2cc([N+](=O)[O-])cn2)o1,/,-6%,8%,-13%,0%,14%,-6%,-3%
CC(c1ccccc1)N1C(=O)NC(NC(=O)C(C)(C)C)(C(F)(F)F)C1=O (configuration not stated),7%,-2%,13%,-1%,3%,3%,3%,0%
C=CCc1ccc(OC(=O)c2ccccc2)c(OC)c1,-5%,-5%&-15%,-6%,0%,-15%&-6%,83%[activator],1%&16%,11%&-12%
O=C(N/N=C/c1ccc2c(c1)OCO2)c1cccs1,13µM*,-6%,8%,13µM*,?,3%,-3%,2%
O=C(Nc1ccc(Br)cc1)c1ccc(N2C(=O)C3CC=C(Cl)CC3C2=O)cc1 (configuration not stated),-15%,i,17%,-2%,-2%,/,2%,3%
COc1ccc(S(=O)(=O)NCC2CCCN(C(=O)c3cccnc3)C2)cc1 (configuration not stated),/,-7%,-2%[46 µM],-1%,-1%,12%,-4%,?
O=C(NC(=O)c1ccccc1)OCC(F)(F)F,-10%,-1%,6%,1%,4%,8%,5%,2%
COc1ccccc1NC(=O)N1CCN(S(C)(=O)=O)CC1,7%,i,5%[46 µM],2%,0%,-4%,12%,0%
CN1CCN(C(=O)CCN2C(=O)/C(=C\c3ccc(Cl)cc3Cl)SC2=S)CC1,/,-7%,/,/,?,-8%,-13%,/
Cc1csc(NC(=O)CSc2nc3sc(C)c(C)c3c(=O)[nH]2)n1,13%,-2%,12%,1%,?,/,-7%,18µM*
Cc1cc(C)n(-c2ccc(C(=O)OCC(=O)Nc3cc(Cl)ccc3[N+](=O)[O-])cc2)n1,-3%,1%,?,1%,-11%,-8%,1%,-1%
O=C(c1ccc(CS(=O)(=O)c2ccc(Br)cc2)o1)N1CCOCC1,4%,-17%,-1%,3%,-11%,/,-8%,11%
COc1ccccc1NC(=O)CN1CCN(c2ccccc2)CC1,1%,i,-2%[46 µM],0%,-12%,-11%,2%,-7%

# Ordered by molar mass (high to low): part of the list above.
SMILES,SMN2 splice up,RECQ1 inh,Lamin A splicing,KinaseGlo FLuc,Tau ThT inhib,L3MBTL1 inh,KDM4E inh,ALDH1A1 block
O=C(Nc1ccc(Br)cc1)c1ccc(N2C(=O)C3CC=C(Cl)CC3C2=O)cc1 (configuration not stated),-15%,i,17%,-2%,-2%,/,2%,3%
Cc1cc(C)n(-c2ccc(C(=O)OCC(=O)Nc3cc(Cl)ccc3[N+](=O)[O-])cc2)n1,-3%,1%,?,1%,-11%,-8%,1%,-1%
O=C(c1ccc(CS(=O)(=O)c2ccc(Br)cc2)o1)N1CCOCC1,4%,-17%,-1%,3%,-11%,/,-8%,11%

# Screening data as filed in PubChem.
